Assay outcomes from PubChem BioAssay.
TRPN1 ag: zebrafish TRPN1 (NompC) channel agonism | HEK293 zebrafish TRPN1-YFP, Fluo-8 calcium fluorescence; 100% = response to 87 µM carbachol | activation, % at 3 µM | 0.18% of 220,000 active | AID 1424;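 active means activation above its plate's cutoff, the mean activation of test wells on that plate plus 3 SD, cut at about 19% in these data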;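 further: 0% = DMSO alone and 100% = 87 µM carbachol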
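Material – zebrafish TRPN1-YFP in HEK293 cells · Doses – 3 µM single point · Schedule – dye 1 h 37 °C plus 30 min RT · Signal – Fluo-8 calcium fluorescence, excitation 470-495 nm, emission 515-575 nm · Read-out – % activation versus carbachol response · Control set – carbachol high, DMSO low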
m-calpain inh: blocks pig calpain II enzyme activity; purified calpain II, fluorogenic peptide substrate, 30 min; inhibition, % at 16 µM; 0.37% of 220,000 active; AID 1236;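 active means inhibition above about 50%, limit read from the data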
PPC-1+TRAIL kill: kills PPC-1 cancer cells in the presence of TRAIL; PPC-1 cells + TRAIL, ATPLite viability luminescence; cell killing (% activity), % at 4 µM; 0.41% of 220,000 active; AID 1443;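 active means cell killing above 50% in the first pass at 4 µM, then a duplicate retest at 5 µM averaging 50% or more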;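 further: plate controls were cells with TRAIL plus DMSO for no effect and medium-only wells lacking cells for full effect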
EBV gp42 block: inhibitors of Epstein-Barr virus glycoprotein 42; inhibition, % (tested at 21.74 µM); Q1HVG2; 0.42% of 220,000 active; Fluorescence polarization binding assay, mP read-out; AID 1085; in the data active means inhibition above about 50%
Furin inh: blocks human furin protease activity; inhibition, % at 30 µM; purified furin, fluorogenic substrate cleavage; 0.061% of 220,000 active; P09958; AID 463115; in the data active means inhibition above about 25%; further: inactives centre near -15
thrombin 1536: thrombin (human) inhibition. 0.26% of 220,000 active. AID 1046. alpha-thrombin, Boc-VPR-AMC fluorogenic substrate cleavage. inhibition, % at 5 µM. P00734;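 active means inhibition at or above 40%; inactive means inhibition below 40%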;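 further: 0% = enzyme with no compound and 100% = wells without enzyme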
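Material: human alpha-thrombin protein. Incubation: reaction at ambient temperature. Technique: fluorescence of released AMC, ex 355 nm, em 460 nm. Control set: no-compound enzyme wells and no-enzyme blanks. Also added: Boc-VPR-AMC substrate, 15 µM final. Buffer or medium: pH 7.5 Tris (50 mM) with NaCl 150 mM, Tween 20 0.05%.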
KCC2 mod: KCC2 (human) Cl- transport modulation; KCC2 cells, thallium flux FluoZin-2 fluorescence; B-score of Tl+ flux slope (higher = more flux/activation; lower = inhibition) at 10 µM; 2.2% of 190,000 active;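 active means thallium flux slope and its plate-corrected score both differing from the plate sample mean at a set confidence after two filtering rounds, in either direction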;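 further: slope of fluorescence scaled to starting intensity during 10 to 20 s after thallium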
Target sequence (Q9H2X9 whole entry, looked up): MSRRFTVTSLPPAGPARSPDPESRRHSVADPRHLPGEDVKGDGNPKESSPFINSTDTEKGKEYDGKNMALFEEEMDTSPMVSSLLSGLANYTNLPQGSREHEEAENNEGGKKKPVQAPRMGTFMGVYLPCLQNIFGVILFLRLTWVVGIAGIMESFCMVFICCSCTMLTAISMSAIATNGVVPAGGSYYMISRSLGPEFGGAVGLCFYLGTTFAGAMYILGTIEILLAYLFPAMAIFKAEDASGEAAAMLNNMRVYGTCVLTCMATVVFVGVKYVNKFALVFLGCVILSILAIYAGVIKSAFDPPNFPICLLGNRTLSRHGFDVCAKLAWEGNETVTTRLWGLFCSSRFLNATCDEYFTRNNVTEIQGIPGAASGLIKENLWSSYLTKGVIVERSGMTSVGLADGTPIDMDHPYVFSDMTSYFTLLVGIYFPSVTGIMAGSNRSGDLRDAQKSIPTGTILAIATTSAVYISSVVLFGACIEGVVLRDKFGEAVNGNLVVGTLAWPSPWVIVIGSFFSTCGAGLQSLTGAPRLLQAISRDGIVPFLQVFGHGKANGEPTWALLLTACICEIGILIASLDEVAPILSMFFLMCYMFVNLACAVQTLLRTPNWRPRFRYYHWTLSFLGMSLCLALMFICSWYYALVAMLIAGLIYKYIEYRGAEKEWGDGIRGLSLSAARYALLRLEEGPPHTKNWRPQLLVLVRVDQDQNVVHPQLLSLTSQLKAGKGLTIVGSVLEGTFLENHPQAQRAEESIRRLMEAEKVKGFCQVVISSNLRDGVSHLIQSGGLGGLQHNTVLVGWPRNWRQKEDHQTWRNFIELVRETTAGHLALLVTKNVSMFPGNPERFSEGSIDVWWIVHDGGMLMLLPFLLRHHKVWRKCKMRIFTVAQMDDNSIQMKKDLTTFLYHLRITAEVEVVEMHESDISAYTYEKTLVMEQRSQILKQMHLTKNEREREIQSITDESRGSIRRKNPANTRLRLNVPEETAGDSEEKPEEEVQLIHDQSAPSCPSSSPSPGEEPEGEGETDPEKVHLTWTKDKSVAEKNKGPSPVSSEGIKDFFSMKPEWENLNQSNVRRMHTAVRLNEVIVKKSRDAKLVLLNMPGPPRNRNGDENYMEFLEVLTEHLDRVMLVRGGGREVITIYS
TbHK1 inh: blocks Trypanosoma brucei hexokinase 1 activity. recombinant TbHK1, G6PDH-coupled NADH A340. inhibition, % at 10 µM. 0.11% of 220,000 active. AID 1430;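 active means inhibition of 50% or more in the single-dose primary screen; inactive means inhibition below 50%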
TRPML3 agonist: agonists of human TRPML3 channel. Q8TDD5. activation, % at 3 µM. AID 1448. HEK293 TRPML3-YFP, Fluo-8 calcium fluorescence; 100% = the carbachol control signal. 0.29% of 220,000 active;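 active means activation above its plate's cutoff, the mean activation of the plate's test wells plus 3 SD, cut at about 12% in these data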;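 further: 0% = DMSO only wells and 100% = carbachol wells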
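Material: TRPML3-YFP stable HEK293 cells | Dosing: One concentration, 3 µM nominal, 0.3% DMSO | Timing: 125 s total fluorescence read per well | Technique: Fluo-8 calcium dye fluorescence, ex 470-495, em 515-575 nm | Measure: Percent activation from peak-to-basal fluorescence ratio, scaled between DMSO and carbachol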
* hit, by the source's call; i = inactive; · = not tested or not shown; [ ] = another dose, or the depositor's remark.

SMILES	TRPN1 ag	m-calpain inh	PPC-1+TRAIL kill	EBV gp42 block	Furin inh	thrombin 1536	KCC2 mod	TbHK1 inh	TRPML3 agonist
CN(C)CCCCCCCCCCC(=O)/C=N/O	0.4	·	·	·	-23[20 µM]	·	-0.13	1	1.2
CCN(CC)c1ccc(C=Nc2ccc(C)cc2C)c(O)c1	-1.1	17	1	-20	-10	-5	-0.037	-26	0.9
O=C(NC1CCCCC1)[C@H](O)[C@@H](O)C(=O)NC1CCCCC1	0.5	-13	5	-13	-13	-7	1.6	29	0.6
Fc1ccc(/C=N/Nc2ccccn2)cc1	0.2	5	0	9	17	-4	-0.85	-10	0.5
O=C(/C=C(\c1ccc(Cl)cc1)n1cncn1)c1ccc(Cl)cc1	1.5	0	1	3	-10[20 µM]	0	1	-4	0.4
C=CCC1(CC=C)CCCN1C(=O)CC1C(=O)NCCN1Cc1ccccc1OC (stereo not drawn)	-1.6	-37	·	-14	-30	-4	-0.032	-5	-0.2
CCOC(=O)c1ccccc1NC(=O)c1ccc2nccnc2c1	-2.6	-45	19	3	6	-10	-0.028	-9	-0.5
Clc1ccc(N2CCN(c3cnc4ccccc4n3)CC2)cc1	0.5	-45	37	-3	-12[20 µM]	4	-0.38	-8	1.1
CC(Sc1ccc(Br)cc1)C(N)=O (stereo not drawn)	-0.3	7	-4	-10	-19	1	0.25	-5	0.1
O=C(N/N=C/c1ccco1)Nc1ccccc1	1.8	-11	3	-11	-12	-4	-0.37	-9	0.5
CCCCCCCCOC(=O)/C=C/c1c(C)[nH]c(=O)[nH]c1=O	0.2	-1	18	-12	-13	-10	0.36	2	0.2
CCSc1nc(=O)n(-c2ccccc2)c(C)c1C(C)=O	0.6	-21	-20	-15	-30	-10	·	-3	0.6
Cc1coc2c(C)c3oc(=O)c4c(c3cc12)CCC4	0.7	·	·	·	2[20 µM]	·	-1.9	-7	0.2
CN(Cc1ccccc1)C(=O)C1CCC(CNS(=O)(=O)c2cccc3cccnc23)CC1 (stereo not drawn)	3.5	-18	10	-12	-20	-6	i	-11	0.9
CN(C(=O)COC(=O)CCc1nc2ccccc2c(=O)[nH]1)C1CCS(=O)(=O)C1 (stereo not drawn)	0.1	-45	19	-8	-27	3	-0.69	2	0.8
CC(N=Cc1ccccc1O)c1ccccc1 (stereo not drawn)	-0.4	10	22	-8	-13[20 µM]	2	-0.058	-2	0.6
CN(C(=O)CSc1nnc(Nc2ccccc2)s1)C1CCS(=O)(=O)C1 (stereo not drawn)	-0.8	-6	6	-4	-23	-1	-1.1	-2	0.1
CCOC(=O)c1cc(CN2CCOCC2)oc1-c1ccccc1	0.4	-21	6	-28	-23[20 µM]	4	·	-3	0.0
CC1(OC(=O)CCc2ccccc2)C(=O)C=C2C=C(c3ccc(C#N)cc3)N(CCN3CCOCC3)C=C2C1=O (stereo not drawn)	·	-16	6	-3	-6	-4	0.24	-25	·
CCOc1ccc(CNC(=O)c2ccc(Sc3ccc(C)cc3)c(NC(C)=O)c2)cc1OC	-0.5	-8	9	-4	-23	-7	0.41	-13	0.4
CC(=O)c1ccc(NC(=O)CSc2nnc(Cn3cnc4ccccc43)o2)cc1	1.9	-9	13	-14	-26	-5	-0.16	-4	1.0
CCOc1cc(/C=C2/NC(=O)N(CC(=O)Nc3cccc(C)c3)C2=O)ccc1OCC(N)=O	-0.1	-86	23	-8	-2	-2	0.36	-41	0.9
COc1ccc(-c2cc(C(=O)O)[nH]n2)cc1OC	-0.1	4	-3	-24	-20[20 µM]	4	1.5	1	0.8
Cn1ncc(Br)c1C(=O)N1CCc2ccccc21	-0.6	-8	20	-12	-25	-1	-1	-7	0.2
Cc1cc(NC(=O)CN2CCN(c3ccc(O)cc3)CC2)no1	-0.5	-8	-3	-17	-20[20 µM]	4	-0.91	2	0.2
The results go on:
SMILES	TRPN1 ag	m-calpain inh	PPC-1+TRAIL kill	EBV gp42 block	Furin inh	thrombin 1536	KCC2 mod	TbHK1 inh	TRPML3 agonist
COC(=O)c1ccc(C2=NOC(C)(c3sc(-c4ccc(Cl)cc4)nc3C)C2)cc1 (stereo not drawn)	·	-23	-13	-25	-22	-3	0.36	-14	·
CC(C)C(NC(=O)COc1ccc2ccccc2c1)C(=O)N/N=C/C=C/c1ccccc1 (stereo not drawn)	-0.3	18	9	-57	-16[20 µM]	-1	0.1	-5	0.6
CC(C)(C)NC(=O)C12CC3CC(CC(Cl)(C3)C1)C2	1.7	-7	-1	0	-14	-12	-0.03	2	-0.1
COCC(C)NC(=O)c1noc2c1CCc1cc(OC)ccc1-2 (stereo not drawn)	0.5	-10	5	-5	10	8	0.11	9	-0.2
O=C(CN1CCCC1)Nc1ccc2c(c1)CCC2	-0.2	-8	13	7	-23	2	0.012	3	-0.6
CCN(CC)S(=O)(=O)c1ccc2c(c1)[nH]c(=S)n2CC	1.5	-2	-1	5	-37	·	0.097	0	1.4
N/C(=N\OC(=O)/C=C/c1ccccc1)c1ccc(Br)cc1	-0.9	7	8	-9	-15	-1	-1	0	0.0
O=C(Nc1ccccc1)c1ccccc1N=Cc1cccc(O)c1	-0.8	i	30	2	-45	-7	0.42	-5	-0.1
CC(NC(=O)OCc1ccccc1)C(=O)NCC1CCCO1 (stereo not drawn)	0.9	18	2	-7	-29	-1	0.56	1	0.4
CCN(CC)S(=O)(=O)c1ccc(O)c(NC(=O)c2ccc(N3CCOCC3)c([N+](=O)[O-])c2)c1	1.0	-6	7	-7	-11	-6	-0.14	28	0.9
Cc1ccsc1C(=O)OCC(=O)Nc1sccc1C(N)=O	4.8	-29	20	-11	-29	-3	·	2	0.3
CCn1ncc(-c2csc(N)n2)c1C	4.0	-16	-12	-18	-16	1	0.47	0	0.7
CCCCC1=CC2=C(c3ccco3)C(=O)C(C)(OC(=O)c3ccc(OC)cc3)C(=O)C2=CN1CCOC (stereo not drawn)	·	-35	20	13	-19	-1	1.5	-20	·
O=S1(=O)C=CC(Nc2ccccc2)C1 (stereo not drawn)	-0.4	-2	-7	4	-20[20 µM]	-6	0.79	-5	0.2
CCC(C)(C)NC(=O)C(c1cccn1C)N(Cc1ccccc1)C(=O)Cn1nnc2ccccc21 (stereo not drawn)	0.7	-19	8	-10	-7	-4	-0.05	-3	3.8
Cc1ccc2[nH]c(=O)cc(C(=O)OCC(=O)c3ccc(F)cc3)c2c1	-1.1	-29	-18	0	-9	-11	1	-2	0.5
COC(=O)C1Cc2c([nH]c3ccccc23)CN1 (stereo not drawn)	-1.1	-26	4	-6	-31	2	0.058	-1	1.1
CCN1C(=O)/C(=C\N2CCN(C(=O)c3ccco3)CC2)SC1=S	1.6	0	-1	-9	-13	0	0.6	-8	1.1
COCC(C)NC(=O)c1cc(OC)cc(OC)c1 (stereo not drawn)	0.6	13	4	-8	-17	-1	-0.18	-2	0.9
Cc1cc(C)n(-c2cc(O)c(-n3nc(C)cc3C)cc2O)n1	0.9	-20	5	7	-10	-5	0.021	2	0.6
CSc1nc(N)cc(=O)[nH]1	-0.4	7	-2	-3	-16	1	·	3	1.1
CC1(C)Nc2ccccc2N(CC(=O)N2CCCCC2)C1=O	1.7	-18	8	-10	-2	0	0.092	1	0.4
O=C(CSc1nc2ccccc2o1)Nc1ccccc1N1CCCCCC1	0.4	3	3	-11	-5	0	-0.53	17	-0.2
COc1ccccc1OCC(=O)Nc1cccc(C(=O)N2CCOCC2)c1	0.0	6	9	-5	-6[20 µM]	-3	-0.07	-3	1.1
O=C(O)C1CC(c2ccccc2F)=NO1 (stereo not drawn)	-0.5	-16	47	-13	-18	-1	1.4	3	1.0

Single records, as listed above. Screens in order: TRPN1 ag	m-calpain inh	PPC-1+TRAIL kill	EBV gp42 block	Furin inh	thrombin 1536	KCC2 mod	TbHK1 inh	TRPML3 agonist
CC(NC(=O)OCc1ccccc1)C(=O)NCC1CCCO1 (stereo not drawn) as listed: 0.9	18	2	-7	-29	-1	0.56	1	0.4
O=C(CSc1nc2ccccc2o1)Nc1ccccc1N1CCCCCC1 as listed: 0.4	3	3	-11	-5	0	-0.53	17	-0.2
COCC(C)NC(=O)c1noc2c1CCc1cc(OC)ccc1-2 (stereo not drawn) as listed: 0.5	-10	5	-5	10	8	0.11	9	-0.2
N/C(=N\OC(=O)/C=C/c1ccccc1)c1ccc(Br)cc1 as listed: -0.9	7	8	-9	-15	-1	-1	0	0.0
O=C(O)C1CC(c2ccccc2F)=NO1 (stereo not drawn) as listed: -0.5	-16	47	-13	-18	-1	1.4	3	1.0

The list goes on:
SMILES	TRPN1 ag	m-calpain inh	PPC-1+TRAIL kill	EBV gp42 block	Furin inh	thrombin 1536	KCC2 mod	TbHK1 inh	TRPML3 agonist
COc1cc(NC(=O)CCCC(=O)OCC(F)(F)C(F)F)nc(OC)n1	0.3	-41	30	-14	-20	-4	·	-6	0.2
COc1ccc(CC(=O)Nc2cccc(-c3ccc4nnc(C)n4n3)c2)cc1	2.1	-13	7	-15	-24	2	-1.2	-5	1.5
CCCCC1CCC(C(=O)Nc2ccccc2)CC1 (stereo not drawn)	0.0	21	13	-6	-10[20 µM]	-5	·	-14	1.1
CCN(CC)CC(=O)NCC1(c2ccccc2)CCCC1	1.2	13	30	-11	-4	-15	-0.01	-5	1.7
CCCCCOc1ccc(CSc2n[nH]c(C)n2)cc1	1.6	-6	25	-11	-9	4	0.0056	-2	0.8
COc1ccc(Cc2nnc(SCC(=O)c3ccccc3)o2)cc1	-0.2	9	4	-3	-1	-4	-0.68	12	-0.4
CCOC(=O)c1c(NC(=O)CSc2nnnn2-c2ccc(OC)cc2)sc(C)c1C	-0.5	31	-24	-27	-11[20 µM]	-4	·	21	0.3
Cc1cc(C)c2nc(-c3ccccn3)cc(C(=O)NCc3ccco3)c2c1	-1.3	-359	1	7	-20[20 µM]	-5	·	-2	-0.1
C#CC[N+](C)(C)CCCCCCCCC	1.9	18	17	-13	-17	-3	-0.059	4	0.6
CC1=C(C(=O)Nc2ccccc2)C(c2ccncc2)C(C#N)=C(SCC(=O)Nc2ccccc2)N1 (stereo not drawn)	-0.7	i	22	-14	-16[20 µM]	-2	-0.67	-4	-0.6
c1ccc2c(c1)[nH]c1c3ccccc3sc21	1.6	-16	2	-10	-6	-6	0.95	-21	1.1
COC(=O)C1C(O)=C(C=NC2CCCCC2)C(=O)CC1(C)C (stereo not drawn)	0.1	3	6	-4	-22	1	0.036	7	0.6
CCn1c(NC(=O)c2cccc(Cn3cc(Cl)cn3)c2)nc2ccccc21	-0.6	-13	·	1	-3	1	0.24	1	0.0
CSc1nnc(C(C)(C)C)c(=O)n1/N=C/c1ccc(C(C)C)cc1	-1.2	10	-6	8	-15	6	-0.44	6	-0.1
O=C(NCC1CCCO1)c1cccs1 (stereo not drawn)	-0.3	31	6	-16	-9	1	-0.32	9	0.7
Cc1cc(C)n(CC(=O)N/N=C/c2ccc([N+](=O)[O-])s2)n1	2.6	15	9	-8	-22	-5	1.1	-12	1.2
C=CCN1N=C(c2ccc(Cl)s2)CSC1=O	-2.2	22	11	1	-10[20 µM]	-5	-0.005	-16	0.4
CC(C)CN(C(=O)CN1CCCCCC1)c1c(N)n(CC(C)C)c(=O)[nH]c1=O	0.6	-33	-3	-15	-22	18	-0.083	1	0.0
